Mtb RmlCD inh: inhibitors of Mycobacterium tuberculosis RmlC and RmlD coupled enzymes | P9WH09+P9WH11 | 0.03% of 160,000 active | RmlC+RmlD coupled enzyme assay, percent inhibition; primary screen in compound mixtures | inhibition, % at 3.6 µM; in the data active = inhibition mostly above about 34%, no sharp cut-off; note: some results filed as inactive read as strong as hits
Target sequence (P9WH09 whole entry, looked up): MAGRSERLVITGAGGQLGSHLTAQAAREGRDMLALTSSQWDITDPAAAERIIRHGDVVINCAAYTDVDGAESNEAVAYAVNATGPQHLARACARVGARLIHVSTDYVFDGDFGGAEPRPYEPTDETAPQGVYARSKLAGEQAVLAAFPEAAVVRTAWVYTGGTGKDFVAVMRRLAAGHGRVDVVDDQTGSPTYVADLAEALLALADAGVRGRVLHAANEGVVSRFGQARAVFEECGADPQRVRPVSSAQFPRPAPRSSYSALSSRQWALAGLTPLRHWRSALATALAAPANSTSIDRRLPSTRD
Target sequence (P9WH11 whole entry, looked up): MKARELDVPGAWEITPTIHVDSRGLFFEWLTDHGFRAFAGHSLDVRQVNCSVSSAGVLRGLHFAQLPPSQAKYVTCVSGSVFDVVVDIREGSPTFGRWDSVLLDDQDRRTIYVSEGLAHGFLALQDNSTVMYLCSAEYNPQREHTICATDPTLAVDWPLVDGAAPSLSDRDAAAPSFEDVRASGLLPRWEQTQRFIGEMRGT
M. tuberculosis GlmU: inhibition of mycobacterial GlmU enzyme – biochemical, glucosamine-1-phosphate acetyltransferase (AID 1376) | one-dose inhibition, %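 (tested at 30 µM in the primary screen)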; IC50 in µM for titrated hits | M. tuberculosis GlmU acetyltransferase enzyme assay; higher % means a stronger effect | 0.25% of 220,000 active; in the data active = inhibition above about 13%;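 note: 0% = complete reaction with vehicle and 100% = reaction without substrate; strong numbers were not always called active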
Numbers without * were called inactive. Only part of the results is shown (hit frequency here may not be typical).

How did O=C(COc1ccc(Cl)cc1)Nc1ccc(C(=O)NCc2cccnc2)cc1 do in these assays?
Mtb RmlCD inh: 9; M. tuberculosis GlmU: 4.0%

What do the screens show for `CC1CCN(CC(C)CNC(=O)c2cc(-c3ccccn3)nc3ccccc23)CC1` (stereo unspecified)?
Mtb RmlCD inh: -6; M. tuberculosis GlmU: 3.4%

How did CCCC(N)CCCCCC(=O)O (stereo unspecified) do in these assays?
Mtb RmlCD inh: 21; M. tuberculosis GlmU: 10%

What do the screens show for `O=S(=O)(NCc1ccccc1)c1cccc2nonc12`?
M. tuberculosis GlmU: -0.9%

What do the screens show for `CC1(C)Oc2ccc3ccc(=O)oc3c2-c2cn[nH]c21`?
Mtb RmlCD inh: 2; M. tuberculosis GlmU: 3.7%

Results for S=C(NCC1CCCO1)Nc1ccccc1Cl (stereo unspecified) ?
Mtb RmlCD inh: -11; M. tuberculosis GlmU: 2.5%

What do the screens show for `CC1=C(C(=O)OCc2ccc(C)cc2)C(c2ccc(O)c([N+](=O)[O-])c2)NC(=O)N1` (stereo unspecified)?
Mtb RmlCD inh: -6; M. tuberculosis GlmU: 3.1%

Results for CCOC(=O)C1C(C)=CC(=O)CC1c1ccco1 (stereo unspecified) ?
M. tuberculosis GlmU: -2.4%

How did Cc1cc(C)c2c(c1)/C(=N/NS(=O)(=O)c1ccc(Br)cc1)CCC2 do in these assays?
Mtb RmlCD inh: -10

Results for CC1CCCN(C(=S)Nc2ccc(F)cc2)C1 (stereo unspecified) ?
Mtb RmlCD inh: -9; M. tuberculosis GlmU: -7.7%

Results for Nc1nc(Nc2ccccc2)sc1C(=O)c1ccccc1 ?
Mtb RmlCD inh: 29; M. tuberculosis GlmU: -8.3%

Results for CCOC(=O)NNc1ccc(C(F)(F)F)cn1 ?
Mtb RmlCD inh: -4; M. tuberculosis GlmU: 3.0%

How did CCCCN1C(=O)C(NC(C)=O)c2cc(Br)ccc21 (stereo unspecified) do in these assays?
Mtb RmlCD inh: 10; M. tuberculosis GlmU: -2.0%

What do the screens show for `Cc1ccc(CNC(=O)CNS(=O)(=O)c2ccc3nc(C)sc3c2)cc1`?
Mtb RmlCD inh: -9; M. tuberculosis GlmU: 3.8%

Results for CCOC(=O)C(=CNc1cc(C)nn1-c1ccccc1)C(=O)OCC ?
Mtb RmlCD inh: 8; M. tuberculosis GlmU: 5.5%

How did CCn1c(COc2ccc(=O)n(-c3ccccc3)n2)nnc1SC do in these assays?
Mtb RmlCD inh: -7; M. tuberculosis GlmU: 3.7%

Results for Cn1nc(C(F)(F)F)cc1-c1ccc(/C=C(\C#N)C(=O)c2ccccc2)s1 ?
Mtb RmlCD inh: 1; M. tuberculosis GlmU: 1.1%

Results for Cc1ccc(/C=C/C(=O)N2CC(=O)Nc3ccccc32)o1 ?
Mtb RmlCD inh: -5; M. tuberculosis GlmU: 3.1%

What do the screens show for `CSc1nsc(SC)c1C(N)=O`?
Mtb RmlCD inh: -11; M. tuberculosis GlmU: -3.5%

Results for O=C(NCCOC(=O)c1ccc(C(=O)OCCNC(=O)c2ccccc2)o1)c1ccccc1 ?
Mtb RmlCD inh: 2; M. tuberculosis GlmU: 5.3%

The closing 7 records of the section before lead into the next.
What do the screens show for `Cc1ccc(CNC(=O)CNS(=O)(=O)c2ccc3nc(C)sc3c2)cc1`?
Mtb RmlCD inh: -9; M. tuberculosis GlmU: 3.8%

Results for CCOC(=O)C(=CNc1cc(C)nn1-c1ccccc1)C(=O)OCC ?
Mtb RmlCD inh: 8; M. tuberculosis GlmU: 5.5%

How did CCn1c(COc2ccc(=O)n(-c3ccccc3)n2)nnc1SC do in these assays?
Mtb RmlCD inh: -7; M. tuberculosis GlmU: 3.7%

Results for Cn1nc(C(F)(F)F)cc1-c1ccc(/C=C(\C#N)C(=O)c2ccccc2)s1 ?
Mtb RmlCD inh: 1; M. tuberculosis GlmU: 1.1%

Results for Cc1ccc(/C=C/C(=O)N2CC(=O)Nc3ccccc32)o1 ?
Mtb RmlCD inh: -5; M. tuberculosis GlmU: 3.1%

What do the screens show for `CSc1nsc(SC)c1C(N)=O`?
Mtb RmlCD inh: -11; M. tuberculosis GlmU: -3.5%

Results for O=C(NCCOC(=O)c1ccc(C(=O)OCCNC(=O)c2ccccc2)o1)c1ccccc1 ?
Mtb RmlCD inh: 2; M. tuberculosis GlmU: 5.3%

Results for O=S(=O)(c1cccc2cccnc12)N1CCc2ccccc21 ?
Mtb RmlCD inh: -5; M. tuberculosis GlmU: 0.3%

What do the screens show for `COC(=O)c1ccc(-c2ccc(OC)c([C@H]3[C@H]4C=CC[C@@H](C)[C@@H]4C(=O)N3Cc3ccccc3)c2)cc1`?
M. tuberculosis GlmU: 0.8%

Results for Cc1cccc(N2CCN(C(=O)C3(S(=O)(=O)c4ccc(Cl)cc4)CC3)CC2)c1C ?
Mtb RmlCD inh: -13; M. tuberculosis GlmU: -1.6%

How did Cc1ccc(Cl)cc1N1CCN(S(=O)(=O)N2CCCCC2)CC1 do in these assays?
Mtb RmlCD inh: -7; M. tuberculosis GlmU: -4.0%

Results for CCOC(=O)c1cnc2ccccc2c1NCc1ccco1 ?
Mtb RmlCD inh: 6; M. tuberculosis GlmU: -2.3%

What do the screens show for `c1ccc(COc2ccc(Nc3ncnc4nc[nH]c34)cc2)cc1`?
Mtb RmlCD inh: 7; M. tuberculosis GlmU: -4.0%

Results for Cc1sc2nc(C(C)Nc3ccccc3N3CCOCC3)[nH]c(=O)c2c1C (stereo unspecified) ?
Mtb RmlCD inh: -1; M. tuberculosis GlmU: 2.5%

What do the screens show for `Cc1cccc(-c2cc(C(=O)N3CCCc4ccccc43)c3ccccc3n2)c1`?
Mtb RmlCD inh: -9; M. tuberculosis GlmU: -4.4%

What do the screens show for `CCOc1ccc(S(=O)(=O)Nc2ccncc2)c(C)c1C`?
Mtb RmlCD inh: 9; M. tuberculosis GlmU: 3.1%

Results for CCOC(=O)CSc1nn(C)c(=S)s1 ?
Mtb RmlCD inh: 10; M. tuberculosis GlmU: 5.2%

Results for CCOC(=O)N1CCN(C(=O)C2CCN(S(=O)(=O)c3ccc(Br)s3)CC2)CC1 ?
Mtb RmlCD inh: -4; M. tuberculosis GlmU: 2.2%

How did COc1ccccc1NS(=O)(=O)c1cc(Cl)ccc1OC do in these assays?
M. tuberculosis GlmU: -4.9%

How did Cc1c(C(=O)Oc2cccc3cccnc23)cccc1[N+](=O)[O-] do in these assays?
Mtb RmlCD inh: 2; M. tuberculosis GlmU: 4.8%

How did COC(=O)c1ccc(=O)n(Cc2ccc3c(c2)OCO3)c1 do in these assays?
M. tuberculosis GlmU: 2.1%

Results for COc1cc(C)nc(N2CCC(C(=O)NC3CCCCC3)CC2)n1 ?
M. tuberculosis GlmU: 6.0%

How did O=C(CCC(=O)Nc1ccccc1Cl)NNC(=O)c1ccco1 do in these assays?
Mtb RmlCD inh: 9; M. tuberculosis GlmU: 1.3%

How did CC1(C(=O)N2CCN(c3ccccc3)CC2)CC1(Cl)Cl (stereo unspecified) do in these assays?
Mtb RmlCD inh: -6; M. tuberculosis GlmU: -1.8%

Results for CSc1cccc(NC(=S)N(Cc2ccccc2)Cc2ccccn2)c1 ?
Mtb RmlCD inh: 4; M. tuberculosis GlmU: -0.9%

Results for O=C(CN1CCSc2ccccc21)NCCCc1ccccc1 ?
Mtb RmlCD inh: -10; M. tuberculosis GlmU: 0.9%

How did CCNC(=S)N(CCc1ccccc1C)Cc1cc2cc(OC)c(OC)cc2[nH]c1=O do in these assays?
Mtb RmlCD inh: -10; M. tuberculosis GlmU: 2.9%

What do the screens show for `CCCC/C=C/C(NC(=O)c1ccc(-c2ccccc2)cc1)c1ccccc1` (stereo unspecified)?
M. tuberculosis GlmU: -2.6%

Results for CC(C)NC(=O)c1onc(CSc2ccc(F)cc2)c1C(=O)O ?
M. tuberculosis GlmU: 4.5%

How did COc1ccccc1NC(=O)C1CCCN(c2cc(C)nc3ncnn23)C1 (stereo unspecified) do in these assays?
Mtb RmlCD inh: -8; M. tuberculosis GlmU: -1.9%

What do the screens show for `Cc1ccc(P(C)(=O)c2ccc(C)cc2)cc1`?
Mtb RmlCD inh: 12; M. tuberculosis GlmU: 2.3%

Results for CCOC(=O)c1cc(C#N)c(Oc2ccc(F)cc2)nc1-c1ccccc1 ?
M. tuberculosis GlmU: -0.1%

What do the screens show for `CCc1nnc(NC(=O)Nc2ccc(Cl)cc2)s1`?
Mtb RmlCD inh: 3; M. tuberculosis GlmU: 1.3%

Results for Cn1cnnc1Sc1nc2c(c(=O)n(C)c(=O)n2C)n1C ?
M. tuberculosis GlmU: 3.0%

Results for Cc1n[nH]c(C)c1S(=O)(=O)N1CCc2ccccc21 ?
Mtb RmlCD inh: -9; M. tuberculosis GlmU: 0.7%

What do the screens show for `COC(=O)c1cc(Cl)c(NC(=O)c2ccc(F)cc2)cc1OC`?
Mtb RmlCD inh: -9; M. tuberculosis GlmU: 5.6%

What do the screens show for `Cc1ccc(C)c2[nH]c(=O)c(C(c3nnnn3Cc3ccccc3)N3CCc4ccccc4C3)cc12` (stereo unspecified)?
M. tuberculosis GlmU: -3.7%

What do the screens show for `COc1cccc(C(=O)N2CCOCC2)c1`?
Mtb RmlCD inh: 7; M. tuberculosis GlmU: -5.0%

What do the screens show for `COc1ccc(C2C(C(=O)Nc3cc(OC)c(OC)c(OC)c3)c3ccccc3C(=O)N2C)cc1OC` (stereo unspecified)?
Mtb RmlCD inh: -11; M. tuberculosis GlmU: -0.6%

Results for Cc1ccc(-c2nnc(SCC(=O)Nc3ccccc3N3CCOCC3)o2)cc1 ?
Mtb RmlCD inh: 8; M. tuberculosis GlmU: 0.4%

Results for COc1ccc(Cl)cc1C(=O)Nc1cccc(-c2ccc3nncn3n2)c1 ?
Mtb RmlCD inh: -5; M. tuberculosis GlmU: 3.1%

How did CSc1nnc(-c2ccncc2)n1CCCN1CCCC1=O do in these assays?
M. tuberculosis GlmU: -3.6%

Results for CCC/C=C1/CCCOC(C(=O)NCCNCCO)(C(F)(F)F)C1 (stereo unspecified) ?
M. tuberculosis GlmU: 3.0%

How did CC(=O)c1sc(N/N=C\c2ccc(C)cc2)nc1C do in these assays?
Mtb RmlCD inh: -11; M. tuberculosis GlmU: -3.0%

How did CCCCCC(C(=O)O)C(C)CC(=O)NC1CCCCC1 (stereo unspecified) do in these assays?
Mtb RmlCD inh: -7; M. tuberculosis GlmU: -2.2%

What do the screens show for `Nn1c(SCc2ccccc2)nc2c(cnn2-c2ccccc2)c1=O`?
M. tuberculosis GlmU: 2.0%

Results for CCOC(=O)CSc1nnc([C@H](CC(C)C)NC(=O)OC(C)(C)C)o1 ?
M. tuberculosis GlmU: 2.3%

Results for COc1cccc(C(=O)NC(=S)Nc2ccc(Cl)cc2C(=O)O)c1 ?
Mtb RmlCD inh: 13; M. tuberculosis GlmU: -5.5%

How did COC(=O)c1cccc(NC(=O)/C(=C\c2ccccc2)NC(=O)c2ccccc2Cl)c1 do in these assays?
Mtb RmlCD inh: 7; M. tuberculosis GlmU: 0.7%

How did CC1CCN(C(=O)CSc2ccc(-c3ccccc3)nn2)CC1 do in these assays?
Mtb RmlCD inh: -9; M. tuberculosis GlmU: -5.7%

How did CC1(C)Oc2ccc(C(=O)NN)cc2NC1=O do in these assays?
Mtb RmlCD inh: -10; M. tuberculosis GlmU: 2.5%

How did COc1ccc(NC(=O)c2ccc(-c3ccc(C)c4ccccc34)o2)cc1 do in these assays?
M. tuberculosis GlmU: 1.0%

Results for CN(C)c1cc[n+](/C(C(=S)Nc2ccc(SC(F)F)cc2)=C(/[O-])c2ccccc2)cc1 ?
Mtb RmlCD inh: 7; M. tuberculosis GlmU: -1.9%

What do the screens show for `COc1cccc(CN2CCNC(=O)C2CC(=O)NC2Cc3ccccc3C2)c1` (stereo unspecified)?
Mtb RmlCD inh: 2; M. tuberculosis GlmU: -0.1%

Results for CCC(C)NC(=O)C1CCN(S(=O)(=O)N2CCC3(CC2)OCCO3)CC1 (stereo unspecified) ?
Mtb RmlCD inh: 10; M. tuberculosis GlmU: -4.8%

What do the screens show for `CC(=O)NC(Cc1ccc(C)cc1)C(=O)NC1CCN(C(=O)c2ccc([N+](=O)[O-])cc2)CC1` (stereo unspecified)?
Mtb RmlCD inh: -1; M. tuberculosis GlmU: 1.2%

What do the screens show for `O=C(O)c1c(C(=O)N2N=C3/C(=C/c4ccccc4)CCCC3C2c2ccccc2)cccc1[N+](=O)[O-]` (stereo unspecified)?
Mtb RmlCD inh: 4; M. tuberculosis GlmU: -0.2%

How did Cc1cc(-c2ccc(Cl)cc2Cl)c(C#N)c(=O)[nH]1 do in these assays?
Mtb RmlCD inh: -8; M. tuberculosis GlmU: 2.9%

What do the screens show for `CCc1ccc2[nH]c(=O)c(C(c3nnnn3Cc3ccc(OC)cc3)N3CCOCC3)cc2c1` (stereo unspecified)?
M. tuberculosis GlmU: 1.9%

What do the screens show for `N#CC(C(=O)NC1CC1)c1nc2ccccc2nc1N1CCN(C/C=C/c2ccccc2)CC1` (stereo unspecified)?
Mtb RmlCD inh: -12; M. tuberculosis GlmU: 3.3%

What do the screens show for `Clc1ccc(-c2nnc3n2CCCC3)cc1`?
Mtb RmlCD inh: 8; M. tuberculosis GlmU: 2.7%

How did On1nnc2ccc3ccccc3c21 do in these assays?
M. tuberculosis GlmU: 0.0%

How did O=C(NCc1ccccc1)c1ccc2nc(-c3ccco3)c(-c3ccco3)nc2c1 do in these assays?
M. tuberculosis GlmU: 17%

Results for CO/N=C(\c1nonc1N)N1CCN(c2ccc([N+](=O)[O-])cc2Cl)CC1 ?
Mtb RmlCD inh: 9; M. tuberculosis GlmU: 1.5%

What do the screens show for `CCCCCCCCCCCCN1[C@@H](CC(=O)OC)c2cc(F)cc(F)c2S1(=O)=O`?
M. tuberculosis GlmU: -1.8%

What do the screens show for `CC1=[N+](C)N(c2ccccc2)C(=O)C1N=Cc1c(Cl)cccc1Cl` (stereo unspecified)?
Mtb RmlCD inh: 10; M. tuberculosis GlmU: 0.5%

Screening data: PubChem, several laboratories
